From PubChem
WT yeast gro inh: growth inhibition of WT yeast, mitochondrial fusion screen | mitochondrial fusion phenotypic screen, WT strain | inhibition, % at 10 µM | actives 2.1% (n = 190,000); in the data active = inhibition above about 58%; tested in S. cerevisiae
Hep lipid drop: hepatic lipid droplet formation modulation. AML12 mouse hepatocytes, oleate lipid droplets, BODIPY imaging. actives 0.4% (n = 240,000). inhibition, % at 6.5 µM;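 active = lipid droplet intensity inhibited by at least 50%, with more than 500 cells counted; inconclusive = wells with under 300 cells, treated as cytotoxic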
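Assay system: AML12 mouse liver cells | Compound: 6.5 µM single-point dosing | Schedule: Overnight exposure | Technique: Fluorescence imaging, 20x objective, two fields per well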
Dynein cargo inh: blocks dynein driven cargo transport along microtubules | 3617.4 mouse cells, GR-EGFP nuclear translocation imaging; test concentration mostly 20 µM; stimulated with dexamethasone, 1 µM; active compounds read low | z-score, hits read low | actives 0.47% (n = 220,000);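 active = plate z-score of nuclear minus cytoplasmic receptor signal below a set negative limit, without overly bright fluorescence or cell loss, cut at about -3.5 in these data, passing the limit was not always enough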;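 note: z-score of nuclear minus cytoplasmic ring GR-EGFP intensity difference per well; some compounds called inactive have numbers as strong as hits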
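Medium: Induction medium lacking tetracycline, stripped serum | Probe or stimulus: 1.0 µM final dexamethasone stimulus | Schedule: 48 h induction, then 1 h compound, then 30 min agonist, 37 °C | Signal: Automated 10x imaging of fixed Hoechst-stained cells | Evaluation: Per-cell GR-EGFP intensity, nucleus versus surrounding cytoplasmic ring, well-averaged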
ER stress rescue: protection against thapsigargin-triggered cell killing – 384-well, CSM14.1, ATP luminescence, primary screen (AID 1222). CSM14.1 thapsigargin-induced death rescue, ATP luminescence; higher % means a stronger effect. cellular ATP content (survival), % at 20 µM; hits with a dose series show EC50 in µM. 190,000 tested, under 10 active;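 active = EC50 below 50 µM in the dose-response confirmation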;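 note: death triggered by thapsigargin at about 15 µM added after 2 h compound pretreatment; cell ATP read after overnight thapsigargin exposure of roughly 18 to 22 hours; normalized against plate controls of thapsigargin alone and 5% DMSO vehicle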
MT stabilizer: microtubule stabilizers in HeLa cells | HeLa tubulin immunostaining HCS, 24 h; share of cells brighter than vehicle mean+2SD | % tubulin-high responders, % at 10 µM | actives 0.83% (n = 200,000) | AID 2205;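 active = plate Z-score above 3 for both tubulin-high and condensed-nucleus cell shares, with cell loss under 80%, at 10 µM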;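 note: anti alpha tubulin signal scored within the nucleus-defined area of each cell; some results filed as inactive read as strong as hits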
b-catenin transl: modulators of beta-catenin nuclear translocation; AID 1665; actives 0.3% (n = 190,000); nuclear translocation activity, % at 5 µM; HeLa beta-catenin nuclear translocation, immunofluorescence imaging;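 active = nuclear translocation activity above 50% at 5 µM, with a well cell count of 50 or more; inconclusive = wells under 50 cells across six images, flagged as toxic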;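 note: per-cell ratio of nuclear to cytoplasmic median beta-catenin stain intensity; plate controls were DMSO negative control for no effect and GSK-3 inhibitor IX positive control for full effect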
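System: HeLa cells, endogenous beta-catenin; compound dosing: 5 µM primary single dose, 0.1% DMSO, 0.02–20 µM confirmation series; incubation: 24 h compound exposure at 37°C, 5% CO2; signal: beta-catenin immunofluorescence imaging with DAPI; evaluation: % activation, nuclear-to-cytoplasmic median beta-catenin signal ratio per cell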
Ins promoter up: MIN6 insulin promoter up-regulation | MIN6 insulin promoter-GFP reporter, high-content imaging; active compounds read high | z-score at 5 µM | actives 0.3% (n = 190,000);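 active = z-score above 3 at 5 µM with at least 500 cells counted in the well; inconclusive = wells under 500 cells, flagged as cytotoxic or low count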
XIAP displacement: small molecules displacing peptide from XIAP – biochemical, IAP family, fluorescence polarization (AID 1018). XIAP BIR domain, fluorescence polarization peptide displacement; higher % means a stronger effect. displacement, % at 20 µM; hits with a dose series show IC50 in µM. actives 0.007% (n = 200,000); in the data active = displacement above about 50%; note: a part of the inactive calls stands beside numbers as strong as those of hits
Autophagy HCS: modulators of autophagy. calls only at 10 µM (by protocol). MEF GFP-LC3 puncta imaging; test concentration mostly 10 µM. actives 0.98% (n = 190,000). AID 463193;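 active = percentage of spot-positive cells more than 3 SD above its plate mean, without a fluorescence outlier flag or 80% toxicity; inconclusive = no clear call, values can overlap the other calls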;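 note: spot-positive cell cutoff set from DMSO-treated cells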
WT yeast gro inh mutant strain: also measured in WT yeast gro inh; calls as there; inhibition, %; mitochondrial fusion phenotypic screen, mutant strain inhibition
Dynein cargo inh cytoplasmic EGFP: also measured in Dynein cargo inh; calls as there; z-score; measured here: cytoplasmic GR-EGFP intensity; active compounds read high
Dynein cargo inh nuclear GR-EGFP: also measured in Dynein cargo inh; calls as there; z-score; measured here: nuclear GR-EGFP intensity;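 lower value marks the stronger effect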
Dynein cargo inh cell count: recorded beside Dynein cargo inh, whose call it bears; z-score; measured here: cell count per field
Ins promoter up cell count: also measured in Ins promoter up; calls as there; cell count; measured here: cytotoxicity, nuclei count;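 total cells summed across four imaged fields per well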
Hep lipid drop cells 6.5 µM: further read-out of Hep lipid drop, marked with its call; cell count; measured here: cell count, cytotoxicity flag;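 cells counted across two imaged fields per well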
b-catenin transl cell count 5 µM: further read-out of b-catenin transl, marked with its call; cell count; measured here: cell count, cytotoxicity flag
MT stabilizer Hoechst-high %: recorded beside MT stabilizer, whose call it bears; % Hoechst-high responders; measured here: nuclear condensation Hoechst responders;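 share of cells brighter than vehicle mean plus two SD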
MT stabilizer cytotoxicity %: second read-out of MT stabilizer, no call of its own (marks repeat the call); toxicity, %; measured here: cytotoxicity by cell density;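 0% = mean cell density of plate MIN control wells and 100% = no cells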
Autophagy HCS cell loss 18 h: second read-out of Autophagy HCS, no call of its own (marks repeat the call); toxicity, %; measured here: cell loss, nuclei count;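 cell loss after 18 h compound exposure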
The depositor's hits bear a star; i = inactive; ? = inconclusive; / = not tested or not shown.

structure,WT yeast gro inh,WT yeast gro inh mutant strain,Hep lipid drop,Hep lipid drop cells 6.5 µM,Dynein cargo inh,Dynein cargo inh cytoplasmic EGFP,Dynein cargo inh nuclear GR-EGFP,Dynein cargo inh cell count,ER stress rescue,MT stabilizer,MT stabilizer Hoechst-high %,MT stabilizer cytotoxicity %,b-catenin transl,b-catenin transl cell count 5 µM,Ins promoter up,Ins promoter up cell count,XIAP displacement,Autophagy HCS,Autophagy HCS cell loss 18 h
COc1ccc(OC)c(NC(=O)C2CC(=O)N(c3ccc(Br)cc3)C2)c1 (stereo not drawn),2,-14,-5,581,-0.93,-0.28,-0.54,1.4,-0.3%,2.8,1.6,0.8,-0.4,1023,-0.01,1787,-1.7%,i,-2
O=S(=O)(c1ccc(OCC(O)CN2CCc3ccccc3C2)cc1)N1CCOCC1 (stereo not drawn),-2,-6,-4,611,-0.32,-0.13,0.12,0.11,/,2.4,3.0,13,/,/,-0.26,1280,-1.0%,i,-4
O=c1c(/C=C(\O)c2ccc(F)cc2)nc2ccccc2n1-c1ccccc1,/,/,12,775,-0.36,0.35,-0.029,0.96,0.2%,2.0,1.6,11,/,/,/,/,-12%,?,/
O=C(Cn1nnc2ccccc21)OCc1ccccc1,12,4,-2,737,2.2,0.22,1.8,-2.3,-7.1%,2.1,3.3,3.9,-0.8,1145,0.13,1241,-6.6%,i,11
CC(C)(C)c1nc(N2CCN(C(=O)c3ccco3)CC2)c2nnn(Cc3ccccc3)c2n1,1,-9,/,/,0.38,-0.14,-0.43,0.15,0.4%,1.3,1.8,3.6,-2.2,1356,-1.1,1507,-1.1%,i,1
CC1Cc2ccccc2N1C(=O)CN1C(=O)NC(C)(c2ccc3c(c2)OCCO3)C1=O (stereo not drawn),7,21,-2,758,0.28,-0.29,0.21,0.11,-3.0%,5.0,4.6,6.7,-2.9,1157,0.59,1161,-7.2%,i,-11
Cc1ccccc1NC(=S)N/N=C/c1ccc(O)cc1O,/,/,9,640,-0.48,-0.19,-0.24,0.14,/,/,/,/,5.4,1192,-0.36,824,/,/,/
CCOc1cc([N+](=O)[O-])c2nc(N)sc2c1,/,/,3,669,0.54,-0.16,0.98,-0.88,/,/,/,/,1.0,1241,0.32,1010,/,/,/
C/C(=N\Nc1ccc(F)cc1F)c1ccccc1O,4,6,4,682,-1.4,0.025,-0.32,0.59,0.1%,2.3,2.3,6.4,0.4,1113,-1,1224,-6.8%,i,1
O=c1cc(CN2CCc3ccccc32)nc2sccn12,17,11,-29,763,-1.2,1.7,-0.13,0.73,-0.7%,2.0,1.0,5.2,/,/,0.04,921,-3.2%,i,-2

The closing two entries of the section before come first, to join the parts:
structure,WT yeast gro inh,WT yeast gro inh mutant strain,Hep lipid drop,Hep lipid drop cells 6.5 µM,Dynein cargo inh,Dynein cargo inh cytoplasmic EGFP,Dynein cargo inh nuclear GR-EGFP,Dynein cargo inh cell count,ER stress rescue,MT stabilizer,MT stabilizer Hoechst-high %,MT stabilizer cytotoxicity %,b-catenin transl,b-catenin transl cell count 5 µM,Ins promoter up,Ins promoter up cell count,XIAP displacement,Autophagy HCS,Autophagy HCS cell loss 18 h
C/C(=N\Nc1ccc(F)cc1F)c1ccccc1O,4,6,4,682,-1.4,0.025,-0.32,0.59,0.1%,2.3,2.3,6.4,0.4,1113,-1,1224,-6.8%,i,1
O=c1cc(CN2CCc3ccccc32)nc2sccn12,17,11,-29,763,-1.2,1.7,-0.13,0.73,-0.7%,2.0,1.0,5.2,/,/,0.04,921,-3.2%,i,-2
CN(C)c1nc(Oc2ccc(=O)[nH]n2)nc(N2CCCCC2)n1,-5,-7,0,801,-0.13,-0.18,0.012,0.66,-1.2%,3.1,1.3,5.0,-1.8,1220,0,1338,-5.9%,i,0
COc1cccc(Oc2ccc3nnc(C(F)(F)F)n3n2)c1,5,12,-4,712,-0.12,-0.38,-0.62,0.58,-0.1%,3.2,3.2,2.6,0.7,1072,0.41,1136,-9.5%,i,2
Cc1c(C(=O)NCCSCc2cccc(C(F)(F)F)c2)cnn1-c1ccc(F)cc1,/,/,2,717,0.87,-0.2,0.46,-0.32,/,/,/,/,1.0,1352,-0.16,1382,/,/,/
CCOC(=O)Cc1csc(NC(=O)C(C)Oc2ccc3c(C)cc(=O)oc3c2)n1 (stereo not drawn),-7,4,/,/,-1.1,-0.23,-0.48,1.7,0.9%,4.0,1.6,5.2,0.3,1479,-0.88,1118,-5.6%,i,15
COc1ccc(/C=C2/C(=O)OCc3cc(OC)c(OC)cc32)c(OC)c1,-15,-1,12,635,-0.059,-0.27,-0.34,0.41,4.1%,1.2,3.1,5.2,6.5,1045,-0.64,1453,-5.4%,i,0
CSc1cccc(CN2CCN(Cc3ccccc3)C(CCO)C2)c1 (stereo not drawn),-12,3,-3,671,0.46,-0.13,0.056,-1.3,-2.2%,3.3,2.7,4.5,-0.3,1031,0.04,1436,-6.4%,i,-3
CSCCC(C(=O)O)N1C(=O)c2ccc(C(=O)O)cc2C1=O (stereo not drawn),-7,1,/,/,0.29,-0.11,0.18,1.2,3.5%,2.1,2.0,5.7,-0.2,1183,0.21,1321,-4.9%,i,-6
CCOC(=O)CC(NC(=O)Cc1ccccc1)c1ccccc1Cl (stereo not drawn),0,14,-7,688,-0.24,-0.21,-0.068,0.91,0.5%,2.2,1.4,7.4,0.5,1147,/,/,-21%,i,4
Cc1c(C(Nc2ccccn2)c2ccc(Cl)cc2)c(=O)n(-c2ccccc2)n1C (stereo not drawn),-13,4,2,741,0.83,-0.17,0.88,-0.11,0.8%,2.9,2.4,40,-4.3,1199,1,1235,-9.2%,i,2
O=C1C(=O)c2ccccc2C(O)=C1c1ccccc1F,/,/,-4,665,0.32,-0.64,0.074,-1.5,/,/,/,/,-1.4,1279,0.01,883,/,/,/
CCC(C)C(=O)Nc1nc2ccc(S(C)(=O)=O)cc2s1 (stereo not drawn),-13,-12,0,678,-0.93,-0.36,-0.4,1.1,-0.7%,3.4,2.5,6.5,1.8,1060,-0.8,1137,-3.0%,i,6
O=C(CCC(=O)Nc1ccccc1)NNC(=O)COc1ccccc1,-2,-5,2,694,-0.12,-0.26,0.056,-0.58,3.1%,2.2,2.5,8.8,-1.3,522,0.07,1390,-5.1%,i,1
CCN1CCN(C(=O)c2cn(CC)c3ccc(S(=O)(=O)N(C)C)cc3c2=O)CC1,-7,-2,5,755,0.78,-0.14,0.65,-0.63,-1.4%,6.5,1.2,3.8,6.0,812,/,/,-8.9%,/,/
CCOc1ccc(N2C(=O)C3C(c4ccccc4F)NN(C(=O)c4ccc(C)cc4)C3C2=O)cc1 (stereo not drawn),4,4,-32,747,-1,-0.19,0.37,0.38,0.5%,3.1,2.0,3.6,-0.1,532,0.75,1089,-0.4%,i,-4
Cc1ccc(Nc2nc(N)nc(CSC(=S)N3CCOCC3)n2)cc1,-20,0,/,/,-0.16,-0.14,-0.15,0.15,2.5%,2.3,1.1,7.9,0.5,1405,0.32,1530,-0.9%,i,-3
COc1ccc([N+](=O)[O-])cc1C(=O)Nc1ccc(OCC(=O)N2CCOCC2)cc1,-4,11,-13,639,-0.26,-0.19,0.036,-0.71,-2.5%,2.8,3.3,6.0,-5.4,546,0.91,1274,-37%,i,13
CNS(=O)(=O)c1cc(OC)c(OC)cc1CC(=O)OC,9,-8,5,745,-0.012,-0.13,0.027,-0.44,-0.6%,3.2,3.2,5.2,-0.9,1054,-1.1,1307,-3.1%,i,3
CCO[C@H]1OC(C(=O)NC2CC2)=C[C@@H](c2ccccc2)[C@@H]1CCCO,/,/,19,749,-0.27,-0.81,0.024,-0.17,/,/,/,/,-1.4,1371,0.42,861,/,/,/
O=C(COc1ncnc2ccccc12)Nc1cc([N+](=O)[O-])ccc1Cl,-11,5,2,658,1.4,-0.27,0.97,-0.9,-1.0%,4.0,3.1,11,-3.3,1145,0.06,1624,-7.9%,i,-10
O=C(CCCNc1ccccc1)N/N=C/c1cccs1,-9,7,2,715,-0.72,-0.23,-0.24,0.81,-0.1%,3.6,3.3,10,0.2,1604,-0.2,1660,1.0%,i,-4
O=C1SC(SCc2ccccc2)=N/C1=C\c1ccc(C(=O)O)cc1,0,0,0,684,-0.12,-0.33,0.057,0.72,-2.1%,1.3,2.3,7.2,0.2,1011,-0.3,1460,-4.9%,i,2
Cc1ccccc1/C=C/c1nc2ccccc2c(=O)[nH]1,/,/,-8,713,0.23,-0.22,-0.14,0.22,/,/,/,/,45,515,0.05,1276,/,/,/
COc1cc(-c2ccc(NC(C)=O)c(OC)c2)ccc1NC(C)=O,/,/,-8,769,-0.4,-0.28,-0.25,1.4,/,/,/,/,0.6,1362,0.17,1019,/,/,/
Cc1cccc(-c2n[nH]c(=S)n2C)c1,26,13,13,697,0.99,-0.27,0.099,0.5,-0.2%,1.6,1.3,10,3.9,842,-0.89,1238,-1.6%,i,3
COCCn1nnnc1C(c1cc2ccc(OC)cc2[nH]c1=O)N1CCN(C2CCCCC2)CC1 (stereo not drawn),31,19,/,/,-0.02,-0.11,-0.056,0.28,-1.3%,1.6,2.2,2.5,-2.7,1155,-0.06,1170,-0.6%,i,4
